KAT2A inh: GCN5L2 (KAT2A) acetyltransferase inhibition. GCN5L2 HAT assay, ThioGlo1 CoA-SH fluorescence. Potency, µM (doses to about 58.9 µM), for the others: at the top dose activity change, negative = inhibition, actives largely listed as inhibitors. 390,000 compounds, 0.21% hits. Q92830
Target sequence (Q92830 whole entry, looked up): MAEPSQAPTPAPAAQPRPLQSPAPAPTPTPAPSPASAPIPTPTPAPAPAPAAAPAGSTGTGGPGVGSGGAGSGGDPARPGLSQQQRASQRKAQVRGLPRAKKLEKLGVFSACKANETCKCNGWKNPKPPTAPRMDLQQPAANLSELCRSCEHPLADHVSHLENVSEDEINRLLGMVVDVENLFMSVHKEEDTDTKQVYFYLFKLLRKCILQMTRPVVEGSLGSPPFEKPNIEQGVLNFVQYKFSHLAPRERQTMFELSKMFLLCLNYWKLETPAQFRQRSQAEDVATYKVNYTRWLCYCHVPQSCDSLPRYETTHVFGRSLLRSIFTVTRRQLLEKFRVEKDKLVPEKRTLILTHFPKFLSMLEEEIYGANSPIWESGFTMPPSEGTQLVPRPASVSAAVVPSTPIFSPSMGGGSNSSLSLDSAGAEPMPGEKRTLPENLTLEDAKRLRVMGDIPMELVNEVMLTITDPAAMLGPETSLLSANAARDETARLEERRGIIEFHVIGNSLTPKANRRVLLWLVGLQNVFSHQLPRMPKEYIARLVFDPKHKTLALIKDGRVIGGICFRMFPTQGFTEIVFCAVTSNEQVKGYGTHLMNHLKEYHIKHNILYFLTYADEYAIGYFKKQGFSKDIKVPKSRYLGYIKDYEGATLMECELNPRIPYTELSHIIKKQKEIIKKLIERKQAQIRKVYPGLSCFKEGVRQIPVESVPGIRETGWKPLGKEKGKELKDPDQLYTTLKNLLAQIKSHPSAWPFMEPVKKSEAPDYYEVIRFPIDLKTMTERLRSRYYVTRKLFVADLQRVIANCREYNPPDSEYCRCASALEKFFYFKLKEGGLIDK
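Compounds, pin-transferred from DMSO stocks, meet 20nM GCN5L2 for 15 min before the reaction begins with H3(1-25) peptide (75uM) and acetyl-CoA (70uM). Thiol-reactive ThioGlo1 reports CoA release over 20 min at room temperature.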
DT40 TDP1 CPT: DT40-hTDP1 cell growth loss with CPT; 420,000 compounds, 12% hits; AID 686979; chicken DT40 Tdp1-/-;hTDP1 cells + 20 nM CPT, ATP luminescence, 48 h; Potency, µM (highest dose often 46.2 µM), inactives show at the top dose activity change, negative = growth inhibition, hits mostly inhibitors; note: nearly all actives have a fitted effect of over 55% in size
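Chicken DT40 Tdp1-/- cells complemented with human TDP1, 400 cells/well, exposed to compounds plus 20 nM camptothecin for at least 48 h at 37 C; viability read as ATP content by CellTiter-Glo luminescence.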
TDP1 cell noCPT: qHTS for Inhibitors of human tyrosyl-DNA phosphodiesterase 1 (TDP1): qHTS in cells in absence of CPT; DT40 Tdp1-/- hTDP1 cells, no CPT, ATP luminescence, 48 h; Potency, µM (doses to about 46.2 µM), without a hit: top-dose activity change, negative = growth inhibition, hits mostly inhibitors; 420,000 compounds, 15% hits; note: nearly all actives have a fitted effect of over 55% in size
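Chicken DT40 Tdp1-/- cells stably complemented with human TDP1 were seeded at 400 cells/well with DMSO in place of 20 nM camptothecin. After compound pinning, cells grew at least 48 hr at 37 °C; viability read by CellTiter-Glo luminescence.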
Active calls of the source: *; u = inconclusive; x = no result given. Calls come from the whole dose curve; as a rule, active = well fitted curve in the direction sought with a large enough effect; inconclusive = small, poorly fitted or top-dose-only effect, or another doubt; inactive = no such curve, though single readings can be large; an effect the other way counts as inactive or inconclusive. % is set by controls: 0 for no effect and ±100 for the full control effect; potency is the fitted concentration of half-maximal effect.

SMILES	KAT2A inh	DT40 TDP1 CPT	TDP1 cell noCPT
O=C(Nc1ccc(NC(=O)c2cccs2)cn1)c1ccccc1	-14.4%	u	u
CC1(C)C(=O)Nc2ccccc2N1C(=O)COC(=O)c1cccc(O)c1	-12.1%	u	u
O=C(O)c1cc(S(=O)(=O)N2CCCCC2)ccc1N1CCOCC1	-1.1%	-1.2%	-0.4%
O=C1C2C3c4ccccc4C(c4ccccc43)[C@@H]2c2nc3ccccc3n21 (stereo not given in full)	0.0%	11.6µM*	10.3µM*
COc1ccccc1Cc1c(-c2ccco2)nc2c(C)cc(Br)cn12	x	2.91µM*	5.8µM*
O=C(CCNc1cccc(Cl)c1)c1ccco1	-2.4%	7.31µM*	8.2µM*
CSCCC(NC(=O)c1ccc(Cl)cc1)C(=O)O (stereo not given)	-4.0%	3.5%	-4.1%
Cc1cnc(C(=O)N2CCN(c3ccc(C(F)(F)F)cn3)CC2)cn1	-0.6%	-0.9%	-16.5%
Cc1c(NC(=O)c2c(NC(=O)CNC3CC3)sc3c2CCCC3)c(=O)n(-c2ccccc2)n1C	4.3%	-0.1%	0.9%
CCOC(=O)c1c(C)[nH]c(CCC(=O)NCc2cccc(OC)c2)c1C	2.7%	u	u
CCOCCn1c(CN2CCN(c3ccc(OC)cc3)CC2)nc2c1c(=O)n(C)c(=O)n2C	x	u	u
Cc1ccnc(NC(=O)/C=C/c2ccccc2Cl)c1	1.7%	8.9%	-1.0%
O=C(COC(=O)c1ccccc1C(=O)c1ccccc1)Nc1ccc(SC(F)F)cc1	-8.5%	u	u
COc1cc2c(cc1OC)C(c1cc(OC)c(OC)c(OC)c1)NCC2 (stereo not given)	-3.8%	-7.5%	-3.6%
Cc1ccccc1C(=O)NC1CCN(C(=O)NC2CCCCC2)CC1	-1.8%	-5.4%	10.0%
Cc1cccnc1Nc1nc(-c2ccccc2)cs1	-13.6%	u	-0.5%
CN(Cc1ccccc1)C(=O)c1ccccc1NC(=O)c1ccccc1	2.4%	-29.9%	-22.2%
CC(C)Oc1ccc(S(=O)(=O)N2CCOCC2)cc1NC(=O)C(C)Oc1ccc(F)cc1 (stereo not given)	-9.0%	u	u
CCC1(O)CC2CN(CCc3c([nH]c4ccccc34)C(C(=O)OC)(c3cc4c(cc3OC)N(C=O)C3C(O)(C(=O)OC)C(OC(C)=O)C5(CC)C=CCN6CCC43C65)C2)C1 (stereo not given)	x	0.092µM*	0.146µM*
O=C(COc1ccc(Cl)cc1Cl)N/N=C/C1CC=CCC1 (stereo not given)	-7.7%	-18.1%	-16.6%
Cn1c(=O)c(CCc2ccccc2)nc2cnc(Oc3ccccc3)nc21	-16.1%	-20.5%	u
O=S(=O)(NCC1CCN(c2ccc(S(=O)(=O)N3CCOCC3)cc2)CC1)c1ccccc1	-7.6%	-22.4%	u
NC(=O)CC[C@@H](N)C(=O)O	2.5%	u	-21.2%
NC(=O)c1cc(S(=O)(=O)N2CCCC2)ccc1OCCOc1ccccc1	-0.2%	-5.3%	-22.0%
CCCOc1ccc(C(=O)N2CC3(CC(c4cccc(NC(=O)[C@@H]5CCC(=O)N5)c4)=NO3)C[C@H]2C(=O)NC2(C(N)=O)CC2)cc1 (stereo not given in full)	u	11.5%	-5.6%
COC(=O)c1cc(=O)n(CCc2ccc(OC)cc2)c(=Nc2ccc(F)c(Cl)c2)s1	-1.5%	u	u
COCCn1c(-c2cccs2)csc1=Nc1cccnc1	0.3%	u	u
COCCOc1ccc(C(F)(F)F)cc1NC(=O)CN1C(=O)NC(C)(c2ccc3c(c2)OCO3)C1=O (stereo not given)	-11.7%	-28.5%	-11.1%
COc1ccccc1NC(=O)Nc1nn(C)c2cccc(OC)c12	-6.7%	14.6%	-0.2%
COc1ccc(OC)c2nc3c(C(=O)NCCN(C)C)cccc3nc12	x	1.64µM*	2.59µM*
COc1ccc(NC(=O)COC(=O)C2CCN(S(=O)(=O)c3ccccc3)CC2)cc1Cl	-6.2%	0.2%	1.4%
O=C(CNc1ccc2ccccc2c1)N/N=C/c1ccccn1	-4.0%	u	18.4µM*
COc1ccc(N2C(=O)c3ccccc3NC(=O)C2C(=O)NCCc2ccccc2F)cc1 (stereo not given)	x	u	u
COc1ccc(NC(=O)NC2(C(=O)N3CCCC(C)C3)CCCCC2)cc1 (stereo not given)	-3.4%	u	u
Cc1ccc(NS(=O)(=O)c2ccc3[nH]c4c(c3c2)CCCCC4)cc1	12.4%	u	u
CN(C(=O)COC(=O)C1COc2ccccc2O1)c1c(N)n(Cc2ccccc2)c(=O)[nH]c1=O (stereo not given)	-5.1%	-0.4%	3.8%
COc1ccc(CCC(=O)OCC(=O)NCc2ccc3c(c2)OCO3)cc1	0.3%	-7.9%	28.8%
COc1ccc(CNC(=O)N2CCN(c3cccc(C)c3C)CC2)cc1OC	-2.4%	u	u
Cc1nn(-c2ccccc2)c(C)c1NC(=O)COC(=O)c1ccccc1	1.9%	-11.3%	12.9%
CC(OC(=O)CN1C(=O)NC2(CCCC2)C1=O)C(=O)Nc1cccc(Cl)c1Cl (stereo not given)	-0.2%	-18.7%	-13.4%

Full records as entered above:
Entry for CCC1(O)CC2CN(CCc3c([nH]c4ccccc34)C(C(=O)OC)(c3cc4c(cc3OC)N(C=O)C3C(O)(C(=O)OC)C(OC(C)=O)C5(CC)C=CCN6CCC43C65)C2)C1 (stereo not given) : KAT2A inh = x; DT40 TDP1 CPT = 0.092µM*; TDP1 cell noCPT = 0.146µM*
Entry for CN(C(=O)COC(=O)C1COc2ccccc2O1)c1c(N)n(Cc2ccccc2)c(=O)[nH]c1=O (stereo not given) : KAT2A inh = -5.1%; DT40 TDP1 CPT = -0.4%; TDP1 cell noCPT = 3.8%

The list goes on:
SMILES	KAT2A inh	DT40 TDP1 CPT	TDP1 cell noCPT
O=C(NCc1cc(Cl)cc(Cl)c1)c1ccc2nc([C@@H]3O[C@H](CO)[C@@H](O)[C@H]3O)[nH]c2c1	x	4.3%	-2.9%
COc1ccccc1CNC(=O)CNC(=O)N1CC(=O)Nc2ccccc21	3.0%	-11.2%	-0.1%
CC(C)c1nn2c(=O)cc(O)nc2s1	-9.3%	-12.1%	-13.9%
CC(C)CN(C(=O)c1ccc(=O)n(C)n1)c1c(N)n(Cc2ccccc2)c(=O)[nH]c1=O	-14.7%	0.4%	0.7%
CC1C(=O)Nc2ccc(S(=O)(=O)N3CCN(c4cccc(Cl)c4)CC3)cc2NC1=O (stereo not given)	-17.0%	18.4µM*	u
COCCNC(=O)C(c1ccccc1C)N(C(=O)Cn1nnc2ccccc21)c1cccnc1 (stereo not given)	4.3%	-3.7%	-27.1%
O=C(O)CC1c2ccccc2CCN1S(=O)(=O)c1ccccc1 (stereo not given)	x	-1.6%	0.6%
Cc1cc(C)cc(-n2ccnc2SCC(=O)Nc2ccc(C)cc2C)c1	-0.1%	16.4µM*	20.6µM*
CCC(=O)Nc1c(C)cc(C)cc1Cl	-1.0%	8.0%	u
O=C(NCc1ccccc1Cl)c1ccc(NC(=O)N2CCSc3ccccc32)cc1	-0.4%	u	u
COc1cccc(NC(=O)N(Cc2cc3cc(C)cc(C)c3[nH]c2=O)CC2COCCO2)c1 (stereo not given)	1.3%	u	u
CCOc1ccccc1CNC(=O)c1ccc(NC(=O)N2CC(C)Sc3ccccc32)cc1 (stereo not given)	-2.4%	13µM*	7.31µM*
CCN(CC)c1ccc(-c2nn3c(-c4n[nH]c5c4CCC5)nnc3s2)cc1	-5.7%	0.92µM*	0.651µM*
COc1ccccc1-c1cc(C(=O)Nc2sc3c(c2C#N)CCCC3)no1	-16.9%	u	u
COC(=O)Oc1ccc(/C=C/C(=O)OC(C)C)cc1OC(=O)OC	0.1%	u	9.2µM*
c1ccc(-n2nnnc2N2CCOCC2)cc1	-11.7%	-12.1%	-13.8%
Cc1c(Cl)cnc(NC(=O)CSc2nnc(C)n2Cc2ccccc2)c1Cl	1.6%	11.5%	0.9%
Cc1cc(C)c2c(n1)nn1c(N3CCN(Cc4ccccc4)CC3)cc(C)nc21	-9.6%	-12.6%	-26.9%
Cc1ccccc1C(=O)c1cccn1CC(=O)NCC(C)c1ccccc1 (stereo not given)	-8.9%	u	-14.2%
COc1cc(CC(=O)OCC(=O)N2CCCCC2)cc(OC)c1OC	3.0%	10.0%	-3.9%

Four of the compounds above, with values under each structure.
Results follow in this order: KAT2A inh	DT40 TDP1 CPT	TDP1 cell noCPT
- O=C(NCc1ccccc1Cl)c1ccc(NC(=O)N2CCSc3ccccc32)cc1
 : -0.4%	u	u
- COc1cccc(NC(=O)N(Cc2cc3cc(C)cc(C)c3[nH]c2=O)CC2COCCO2)c1 (stereo not given)
 : 1.3%	u	u
- CCOc1ccccc1CNC(=O)c1ccc(NC(=O)N2CC(C)Sc3ccccc32)cc1 (stereo not given)
 : -2.4%	13µM*	7.31µM*
- CCN(CC)c1ccc(-c2nn3c(-c4n[nH]c5c4CCC5)nnc3s2)cc1
 : -5.7%	0.92µM*	0.651µM*

Continued:
SMILES	KAT2A inh	DT40 TDP1 CPT	TDP1 cell noCPT
Cc1cc(C(=O)Nc2nnc(C3CC3)s2)c(C)s1	-2.4%	1.3%	14.9%
CC[C@]1(C(=O)OC)[C@H]2C(=O)N(C)C(=O)[C@H]2[C@H]2CN=C(SCc3ccccc3)N21	0.1%	-19.9%	-18.1%
O=C(C1CCCCC1C(=O)N1CCCCC1)N1CCCCC1 (stereo not given)	x	4.0%	0.8%
CCOc1cc(/C=N\Nc2ncc(F)c(N3CCOCC3)n2)ccc1Oc1nc(Cl)ncc1F	-9.7%	5.17µM*	1.84µM*
O=C(NC(=S)NCc1ccccc1)c1cccc([N+](=O)[O-])c1	-13.5%	u	u
COc1ccccc1CNC(=O)CCNC(=O)Cn1cnc2ccccc2c1=O	0.7%	-0.2%	0.2%
Cc1ccc(NC(=O)c2ccccc2OCc2c(C)noc2C)cc1S(=O)(=O)N(C)C	-3.2%	-11.6%	13.3%
COc1cc(/C=N/n2c(C)nnc2C)cc(OC)c1OC	0.0%	1.2%	-5.8%
C=CCn1c(SCC(=O)NC2CCS(=O)(=O)C2)nc2sc(CC)cc2c1=O (stereo not given)	-7.4%	-21.2%	-22.0%
COc1cccc(OC)c1C(=O)Nc1cccc(NC(=O)c2cccs2)c1	4.3%	-3.7%	-30.0%
O=S(=O)(Oc1ccccc1)c1cccnc1	x	6.1%	-2.5%
CS(=O)(=O)Nc1ccccc1C(=O)Nc1cccc(Cl)c1	-2.5%	u	23.1µM*
NC(=O)c1ccccc1NC(=O)CC12CC3CC(CC(C3)C1)C2	1.6%	20.6µM*	u
O=C1C(c2ccc(F)cc2)N(Cc2ccccc2Cl)C(=O)CN1C1CCCCC1 (stereo not given)	-7.0%	23.1µM*	20.6µM*
CN(C)CCCN(C(=O)c1ccc(Cl)s1)c1nc2cc3c(cc2s1)OCO3	-3.2%	u	u
COc1ccc(C2C(C)C3(O)CC(C#N)(C(=O)N3)C2(C#N)C#N)cc1 (stereo not given)	-0.3%	20.1%	-13.5%
CC(=O)N(c1ccc(Cl)cc1)c1c[nH]c2ccccc12	-7.1%	u	-6.0%
Cc1cc(Cl)c(OCCCn2ccnc2)c(Br)c1	-5.2%	u	u
O=C1C=CC(=Nc2ccc(F)cc2)O1	x	2.31µM*	4.61µM*
CCCNC1=CC(=O)CC(C)(C)C1	-5.7%	-1.1%	-5.8%
CCCCCCn1c(CN2CCCC(C)C2)nc2c1c(=O)n(C)c(=O)n2C (stereo not given)	-0.8%	u	u
CC1CN(CCS(=O)(=O)c2cc(Cl)ccc2Cl)CC(C)O1 (stereo not given)	-0.4%	u	u
NC(=O)Oc1cccc(OC(N)=O)c1	3.5%	1.8%	2.9%
Cc1ccccc1C(=O)Nc1ccc(S(=O)(=O)N2CC(C)OC(C)C2)cc1 (stereo not given)	-7.7%	-19.7%	-28.8%
CN(C)C(=O)c1cc(C(=O)c2c(F)cccc2F)c[nH]1	-0.7%	-26.4%	-1.0%
CC(=O)Nc1ccc(S(=O)(=O)N2CCNC(=O)CC2)cc1	1.6%	-6.9%	1.2%
CCCc1cc(=O)[nH]c(SCC(=O)c2cc(C)n(C)c2C)n1	-0.3%	-4.5%	-25.1%
CCOC(=O)/C=C/c1ccc(C(F)(F)F)cc1S(=O)(=O)NC(C)(C)C	x	u	u
CCOc1ccccc1N1CCN(C(=O)CCCc2nc3ccccc3s2)CC1	0.1%	u	16.4µM*
CN(CC(=O)NC1CC1)S(=O)(=O)c1ccc(F)cc1	2.9%	-2.0%	2.3%
CN(Cc1ccccc1)C(=O)c1ccc([N+](=O)[O-])o1	-5.2%	23.1µM*	u
O=C(N1CCN(c2ccc(F)cc2)CC1)C12CC3CC(CC(C3)C1)C2	-13.1%	u	u
CC[C@H](C)[C@@H](CN[C@H](C)CNC)NCCC(c1ccccc1)c1ccccc1	-1.2%	5.17µM*	3.66µM*
O=C(Nc1nc(-c2nc3ccccc3s2)cs1)C1CC1	-5.8%	u	u
O=[N+]([O-])c1ccccc1-n1cnc2ccccc21	-4.5%	-0.9%	u
CCNC(=S)N/N=C(\C)c1ccco1	-4.4%	u	u

Assay outcomes: PubChem, National Center for Advancing Translational Sciences (NCATS)
